From PubChem BioAssay
NPY1 pot ag: potentiates or activates human NPY-Y1 receptor. activation, % at 3.6 µM. P25929. AID 1304. 220,000 compounds, 0.37% hits. NPY-Y1 expressing cells, potentiator/agonist activation; in the data active means activation above about 33%, passing the limit was not always enough;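 further: cells stimulated with NPY at EC10 then isoproterenol at EC100; 0% = low agonist plus stimulus and 100% = saturating agonist plus stimulus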
PPC-1+TRAIL kill: compounds killing PPC-1 cancer cells with TRAIL present (potentiator screen, no TRAIL-free arm); 220,000 compounds, 0.41% hits; AID 1443; cell killing (% activity), % at 4 µM; PPC-1 cells + TRAIL, ATPLite viability luminescence;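 active means cell killing above 50% in the first pass at 4 µM, then a duplicate retest at 5 µM averaging 50% or more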;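 further: plate controls were cells with TRAIL plus DMSO for no effect and medium-only wells lacking cells for full effect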
EP2 mod: modulates human prostaglandin E2 receptor EP2 signaling; P43116; EP2-expressing cells, cAMP HTRF FRET, PGE2 co-stimulation; induction, % at 25 µM; 260,000 compounds, 0.83% hits;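 active means compounds whose cAMP rise, as percent of the full-agonist control response, exceeds 60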;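 further: rat C6 glioma line stably carrying human EP2 under a CMV promoter; the protocol text gives 20 µM as final concentration; 100% = response of wells given 1 µM PGE2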
Target sequence (P43116 whole entry, looked up): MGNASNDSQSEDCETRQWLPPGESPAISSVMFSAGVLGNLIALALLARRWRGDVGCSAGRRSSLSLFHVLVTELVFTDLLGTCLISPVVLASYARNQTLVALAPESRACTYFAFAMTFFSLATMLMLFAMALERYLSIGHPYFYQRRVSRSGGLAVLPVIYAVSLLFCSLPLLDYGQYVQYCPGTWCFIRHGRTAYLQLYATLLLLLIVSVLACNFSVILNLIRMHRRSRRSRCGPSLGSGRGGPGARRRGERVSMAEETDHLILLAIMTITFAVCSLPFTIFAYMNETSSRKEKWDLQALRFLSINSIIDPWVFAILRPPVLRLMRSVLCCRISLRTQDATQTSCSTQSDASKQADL
TRPML3 ag: activates the human TRPML3 channel | 220,000 compounds, 0.29% hits | activation, % at 3 µM | AID 1448 | HEK293 TRPML3-YFP, Fluo-8 calcium fluorescence; 100% = the carbachol control signal;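 active means activation above its plate's cutoff, the mean activation of the plate's test wells plus 3 SD, cut at about 12% in these data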;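 further: 0% = DMSO only wells and 100% = carbachol wells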
Target sequence (Q8TDD5 whole entry, looked up): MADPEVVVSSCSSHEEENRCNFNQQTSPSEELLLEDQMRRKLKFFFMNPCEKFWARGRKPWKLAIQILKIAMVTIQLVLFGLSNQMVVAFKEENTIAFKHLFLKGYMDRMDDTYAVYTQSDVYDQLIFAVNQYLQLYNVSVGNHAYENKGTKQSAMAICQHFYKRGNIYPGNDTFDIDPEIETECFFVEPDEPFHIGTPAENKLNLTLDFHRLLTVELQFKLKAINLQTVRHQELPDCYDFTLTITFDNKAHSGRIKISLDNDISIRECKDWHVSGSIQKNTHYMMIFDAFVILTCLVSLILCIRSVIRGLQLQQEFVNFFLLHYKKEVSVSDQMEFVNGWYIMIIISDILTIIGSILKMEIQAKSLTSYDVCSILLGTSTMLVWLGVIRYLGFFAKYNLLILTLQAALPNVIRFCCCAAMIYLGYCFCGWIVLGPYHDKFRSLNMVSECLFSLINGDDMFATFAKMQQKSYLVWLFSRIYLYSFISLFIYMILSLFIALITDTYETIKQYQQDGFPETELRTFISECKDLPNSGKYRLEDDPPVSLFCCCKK
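Test system – HEK293 line with stable expression of human TRPML3-YFP channel · Control set – carbachol 87 µM final as high control (100%), DMSO as low control (0%) · Signal – Fluo-8 calcium dye fluorescence, ex 470-495, em 515-575 nm · Incubation – 1-h 37 °C dye load, 5-s basal, 120-s post-compound reads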
NPY-Y1 antag: NPY-Y1 (human) receptor antagonism | inhibition, % at 3.6 µM | 200,000 compounds, 1% hits | AID 1040 | HEK293-CNG Y1 cells, membrane potential fluorescence; NPY at EC95, then isoproterenol | P25929;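 active means inhibition above the campaign mean inhibition of all tested compounds plus 3 SD, cut at about 20% in these data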;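 further: 0% = DMSO wells given NPY plus isoproterenol and 100% = isoproterenol alone without NPY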
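Material: HEK293 cells with Y1 receptor plus CNG channel; times: compound incubation 1 h at room temperature, readout 45 min post-stimulation; signal: fluorescence, membrane potential probe; read-out basis: fluorescence ratio normalized to % inhibition between controls; benchmarks: full-block control isoproterenol-only wells, zero-block control NPY plus isoproterenol wells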
CHOP inhibitor: CHOP inhibition in unfolded protein response; AID 2732; inhibition, % at 10 µM; 220,000 compounds, 3.8% hits; CHO-K1 CHOP-promoter luciferase, tunicamycin-induced, 15-18 h;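 active means compounds that reduced the stress-induced luciferase reporter signal by more than about 70% of percent inhibition, limit read from the data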;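 further: 0% = tunicamycin plus vehicle and 100% = wells without tunicamycin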
EP2 antag: blocks the human prostaglandin E2 receptor EP2; P43116; C6 glioma cells expressing human EP2, cAMP TR-FRET; cells stimulated with saturating PGE2; inhibition, % at 25 µM; 260,000 compounds, 0.52% hits;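 active means percent inhibition above 40 after rounding to a whole number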;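 further: rat C6 glioma host cells with rolipram phosphodiesterase inhibitor present; the protocol text gives 20 µM as final concentration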
zfTRPN1 agonist: activates the zebrafish TRPN1 channel; HEK293 zebrafish TRPN1-YFP, Fluo-8 calcium fluorescence; 100% = response to 87 µM carbachol; 220,000 compounds, 0.18% hits; activation, % at 3 µM;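 active means activation above its plate's cutoff, the mean activation of test wells on that plate plus 3 SD, cut at about 19% in these data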;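 further: 0% = DMSO alone and 100% = 87 µM carbachol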
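System: zebrafish TRPN1-YFP in HEK293 cells / Dosing: 3 µM single point / Timing: dye loading 1 h at 37 °C, then 30 min room temperature / Signal: Fluo-8 calcium fluorescence, excitation 470-495 nm, emission 515-575 nm / Read-out basis: percent activation from peak over basal fluorescence ratio, control-normalized / Control set: high carbachol 87 µM, low DMSO alone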
14-3-3 Bad PPI: disrupts binding of bovine 14-3-3 zeta to phospho-Bad peptide | P63103 | TR-FRET 14-3-3zeta/Dy647-pBad peptide displacement, 1 h | inhibition, % at 21.7 µM | 220,000 compounds, 0.71% hits;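 active means inhibition above about 70%, limit read from the data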;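 further: 0% = full 14-3-3 plus peptide FRET controls and 100% = background without 14-3-3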
An asterisk follows results filed as active; / = not tested or not shown; & = joins results of further samples; [ ] = another dose, or the depositor's remark. The list is partial; count on the stated rates, not on these rows.

mol,NPY1 pot ag,PPC-1+TRAIL kill,EP2 mod,TRPML3 ag,NPY-Y1 antag,CHOP inhibitor,EP2 antag,zfTRPN1 agonist,14-3-3 Bad PPI
O=C(CSc1nc2[nH]ncc2c(=O)[nH]1)c1ccc(Cl)cc1,-9,14,0,0.9,4,-23,7,1.5,-15
Cc1onc(-c2ccccc2)c1CNS(=O)(=O)c1ccccc1,8,22,-8,-0.8,/,15,15,-3.5,-15
CC(=O)c1n[nH]nc1NC(=O)c1ccccc1,-6,-1,12,-0.5,1,1,8,-0.2,-2[fluorescence artefact?]
Cc1ccc(O)c(C(=O)CC(=O)c2ccccc2Cl)c1,-1,4,45,0.0,5,103*,1,0.3,-18
COc1ccc(CCC(=O)Nc2ccc(C)c([N+](=O)[O-])c2)cc1,-8,-2,-2,0.2,6,22,3,-1.3,-1
CCCN1CCN(C(=O)c2cc3c(s2)-c2ccccc2S(=O)(=O)C3)CC1,-4,18,-4,0.9,0,-23,6,0.5,30
CCN(CC)c1ccc(/C=N/O)cc1,1,7,15,-0.3,7,-4,6,-0.3,-1
CN(c1ccc(C(=O)Nc2ccccc2C(=O)N2CCOCC2)cc1)S(C)(=O)=O,-7,12,1,1.0,5,7,6,0.2,1
C#CCCCc1nc2ccccc2c(=O)n1N,-18,23,34,0.3,0,-9,8,-0.3,8
O=C(O)c1ccc(Oc2c(C(F)(F)F)oc3cc(O)ccc3c2=O)cc1,12,23,20,0.9,11,1,2,-0.1,-12
O=C(NC1CCCCCCC1)c1ccc2c(c1)N(Cc1ccc(F)cc1)C(=O)CS2=O (configuration not stated),12,2,6,-0.3,2,-13,2,0.9,-1
CCc1ccc(S(=O)(=O)NCc2csc(-c3ccccc3)n2)s1,-10,2,-27,0.1,10,73*,15,-0.8,6
Cc1ccc(S(=O)(=O)CCc2nnc(NC(=O)c3ccco3)s2)cc1,16,12,13&3,0.6,-3,-23,8&2,-0.9,-4
COC(=O)c1ccc(NC(=O)Cn2nc(C)cc2C)cc1,-13,7,-1&0,0.5,-7,-2,4&6,1.8,-6
CCN(CC)c1ccc(/C=N/NC(=S)NC)c(O)c1,-1,23,-28,-1.0,2,-46,5,-2.5,-17
O=C1CCc2cc(S(=O)(=O)N3CCC(C(=O)NCc4ccccc4Cl)CC3)ccc2N1,-11,2,-19,-0.2,3,-3,12,-0.5,1
O=C(Cc1ccc(-n2cccc2)cc1)NCc1cccs1,-19,-13,-3,-0.9,-6,/,13,-0.9,10
CC1(C)CC(Nc2ccc(C(F)(F)F)cc2[N+](=O)[O-])CC(C)(C)N1,22,27,-43,1.9,3,-3,5,0.8,-10
Cc1ccc(N2N=C(c3ccc(Br)cc3)CCC2=O)cc1,-12,-1,37,0.3,3,39,3,-0.5,-5
Cc1ccc(CNC(=O)CS(=O)CC(=O)O)cc1 (configuration not stated),6,-5,5,0.9,6,41,13,-0.9,6
Cc1csc(SCC(=O)NC(=O)C2CCCCC2)n1,17,16,17,-0.1,5,14,2,-0.7,-10
COc1ccc(Cc2noc(-c3ccccc3)n2)cc1OC,10,2,-3,1.4,-1,20,8,1.9,-3
Cc1ccc(S(=O)(=O)N(CC(=O)N2CCC(C)CC2)c2cccc(C)c2)cc1,0,10,25,9.2,4,-1,4,-1.6,-7
COc1ccc(CCNC(=O)CCCn2c(=O)[nH]c3cc(OC)c(OC)cc3c2=O)cc1OC,11,11,-2,0.1,1,2,8,0.9,4[fluorescence artefact?]
O=C1[C@@H]2[C@@H]3C[C@@H]([C@H]4ON=C(c5ccc(Cl)cc5Cl)[C@@H]34)[C@@H]2C(=O)N1C1CCCCC1,11,8,10,0.6,8,21,3,1.2,3
CCOC(=O)c1oc2cc(C)cc(O)c2c(=O)c1-c1csc(C)n1,-14,-8,45,0.5,8,57,0,-0.6,0
Cc1ccc(S(=O)(=O)/N=C(\CN2CCCCC2)N2CCOCC2)cc1,32,4,3,0.1,0,11,6,1.3,0[fluorescence artefact?]
Clc1c(CSc2nc3ccccc3o2)nc2ccccn12,-22,29,-5,-1.0,8,-14,/,-1.0,-14[fluorescence artefact?]
CCC1=C(OC(=O)N(CC)CC)N2C(=O)OC(=NCC(=O)OC)[C@]2(C)[C@H]2C1=CC[C@H]1C(=O)N(CC)C(=O)[C@H]12,/,21,-13,/,/,1,10,/,-4
O=C(Nc1ccc(F)cc1F)c1cncc(Br)c1,-6,22,-22,1.1,-1,17,5,-0.9,2
CCOc1ccc2[nH]c3c(N4CCc5ccccc5C4)ncnc3c2c1,-4,16,-52,-1.4,/,11,44*,-3.8,0
CC(C)c1ccc(OCc2cccc(C(=O)N/N=C/c3cccnc3)c2)cc1,-14,64*,9,0.8,1,4,5,-0.3,-3[fluorescence artefact?]
O=c1c2ccccc2oc2ncccc12,4,22,7,1.0,4,20,18,-0.1,1
O=C(Nc1ccc(F)cc1)c1ccc2nsnc2c1,21,12,-7,0.7,/,-18,4,3.7,-1
Cc1ccc(C(C)C)c(OCC(O)CN2CCN(CCO)CC2)c1 (configuration not stated),101*,6,17,0.8,-11,12,6,1.9,50
CC(C)(C)NC(=O)COC(=O)c1ccc(Cl)nc1,1,13,15,1.1,1,-1,4,0.8,-11
O=C(O)C1=C[C@@H](C2CCCCC2)C[C@@H](OCCCCO)O1,2,2,16,-0.1,-3,-1,9,-0.1,37
Cc1ccccc1NC(=O)Cn1c(O)c(N=NC(=O)c2ccccc2O)c2ccccc21,2,35,7,0.0,-4,6,11,1.1,92*[fluorescence artefact?]
COc1ccccc1N1CCN(S(=O)(=O)c2ccc(-n3cnnn3)c(C)c2)CC1,-3,16,-25,0.0,-3,40,3,-1.8,0
CCCS/C(N)=N/N=C/c1cc(C)ccc1O,-16,32,-19,0.9,13,-17,9,-1.1,-8[fluorescence artefact?]
CN(C)S(=O)(=O)c1ccc(C(=O)OCC(=O)c2ccc(OC(F)F)cc2OC(F)F)cc1,-1,13,-30,2.3,2,68,15,2.8,9
COCCn1c(C)cc(C(=O)COC(=O)/C=C/c2cccc(OC)c2)c1C,-8,10,6,0.8,7,27,8,1.2,-13
CCOC(=O)N1CCC(=NNC(N)=O)CC1,6,23,11,0.8,-3,12,6,-0.7,-11
Cc1ccc2cc(CN(CC(C)C)C(=O)C3CCCO3)c(=O)[nH]c2c1 (configuration not stated),-5,11,15,0.6,-3,12,4,0.1,6
Cn1nc(-c2ccc(Cl)cc2)c2cc(C(=O)NCCCN3CCOCC3)sc21,-10,24,-41,0.9,2,12,32,1.1,-11[fluorescence artefact?]
Cc1onc(-c2ccccc2)c1C(=O)N(Cc1ccco1)Cc1cccs1,8,10,98*,29*,20,-7,9,-2.2,-11
Cc1nn(CC(=O)Nc2ccccc2)c(=O)c2ccccc12,8,12,11,0.6,-1,17,2,0.2,0
CN1CCN(C(=S)NC(=O)c2ccc(Br)cc2)CC1,3,19,-1,0.2,/,-8,11,0.4,-11
Cc1cc(Cl)ccc1N(CC(=O)N=Nc1c(O)[nH]c2ccccc12)S(C)(=O)=O,-29,-12,-42,1.8,-3,8,9,0.3,5
CNC(=O)NC(=O)CSc1ccc(NC(C)=O)cc1,3,5,7,1.4,4,6,8,-0.8,10
[O-][N+]12CC[N+]([O-])(CC1)c1ccccc12,-4,-12,11,0.6,-4,-38,14,0.4,1
CCN1CCCC1CNC(=O)c1ccccc1Cl (configuration not stated),6,18,-2,1.3,3,8,5,-0.6,3
Cc1cc(C)c2cc3c(ccn3C3OC[C@H](O)[C@H](O)[C@H]3O)cc2n1 (some centres not stated),11,24,10,0.1,4,-16,6,-2.5,8
COc1ccc2oc(-c3ccco3)cc(=O)c2c1,3,16,3,-0.2,-1,-14,5,-1.7,3
CC(=O)NS(=O)(=O)c1cccnc1Nc1cccc(Cl)c1C,-43,2,16,0.8,15,7,8,0.9,16[fluorescence artefact?]
O=C(CSc1nnc(C2CC2)n1-c1ccccc1)Nc1ccc(N2CCOCC2)cc1,-2,-4,-25,0.3,-4,-1,16,0.3,-5
COC(=O)c1ccc(/C=N/NC(=O)CC(=O)NCC(C)C)cc1,-18,13,6,0.6,3,34,0,2.1,-8
Nc1ccc(O)cc1C(=O)OCC(=O)C12CC3CC(CC(C3)C1)C2,28,-2,/,0.4,-5,/,19,-1.0,/
c1nnc(NC2=NCCCCC2)s1,2,-3,8,-0.1,6,-23,8,0.2,3
O=C(O)CCc1nn2c3ccccc3n(Cc3ccccc3)c2nc1=O,-6,-5,10,0.6,-2,-3,5,-0.2,-6

Further compounds:
mol,NPY1 pot ag,PPC-1+TRAIL kill,EP2 mod,TRPML3 ag,NPY-Y1 antag,CHOP inhibitor,EP2 antag,zfTRPN1 agonist,14-3-3 Bad PPI
COc1cccc(CNc2ccc3c(c2)CCC3)c1,-11,-3,3,0.2,3,41,11,-0.7,13
CCC(=O)Nc1nc(N)n(-c2ccccc2)n1,-12,-4,15,0.9,-8,14,10,0.2,0
COc1ccccc1N=Nc1[nH]c2ccc(C)cc2c1O,33,9,14,0.8,-9,9,7,-0.5,3
O=S(=O)(Cc1ccccc1)N1CCCc2ccccc21,-1,20,27,0.2,2,-17,7,-1.2,-8
COc1ccc(C(=O)NNC(=O)c2cnccn2)cc1[N+](=O)[O-],11,4,7,0.6,0,-11,6,0.1,-19
COc1cc(C2NC(=O)NC(C)=C2C(=O)OC(C)(C)C)ccc1OCC(N)=O (configuration not stated),-14,3,17&27,1.2,-11,-18,1&11,-0.4,-5[fluorescence artefact?]
COc1ccc(/C=C/C(=O)c2cc(Cl)cc(Cl)c2O)c(OC)c1,3,10,0,2.8,/,71*,8,1.5,3
COc1ccc(/C=N/Nc2nc(NCc3ccco3)nc(Nc3ccc(OC)cc3)n2)cc1,2,14,9,-0.9,4,-21,4,-0.3,-16
CCOc1ccc(C2C(C#N)=C(N)Oc3cc(C)n(Cc4ccco4)c(=O)c32)cc1OC (configuration not stated),7,-12,11,-0.3,4,4,15,-1.0,-5
O=C(/C=C/c1cccc([N+](=O)[O-])c1)n1cnc2ccccc21,10,-2,-47,1.6,0,107*,9,0.9,-13
CCOc1ccc(-c2cc(N3C(=O)Nc4ccccc4N3O)on2)cc1,19,7,2,-0.4,-2,4,5,-0.8,-2
